UTI89 phage lysis – inhibition of K1F phage lysis, E. coli UTI89, bacterial capsule biogenesis inhibitors, alamar blue (AID 488966) | E. coli UTI89 K1F phage lysis, alamar blue, 2 h; higher % means a stronger effect | inhibition, % at 100 µM; hits with a dose series show IC50 in µM | 340,000 compounds, 0.02% hits;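 active means phage lysis inhibition, versus mean bacterial control, above a set limit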;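 further: capsule biogenesis inhibitors block K1F phage lysis so surviving cells raise fluorescence; higher fluorescence means more inhibition of phage lysis; actives were called in the ten point dose series up to 300 µM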
MT stabilizer – microtubule stabilization, imaging screen; HeLa tubulin immunostaining HCS, 24 h; share of cells brighter than vehicle mean+2SD; % tubulin-high responders, % at 10 µM; 200,000 compounds, 0.83% hits; AID 2205;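 active means plate Z-score above 3 for both tubulin-high and condensed-nucleus cell shares, with cell loss under 80%, at 10 µM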;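 further: anti alpha tubulin signal scored within the nucleus-defined area of each cell; some results filed as inactive read as strong as hits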
P. falciparum M17LAP – P. falciparum M17LAP inhibitors, primary screen, biochemical, fluorogenic H-Leu-NHMec substrate, 1536-well (AID 1619). 220,000 compounds, 0.38% hits. recombinant M17LAP, H-Leu-NHMec fluorogenic kinetic assay; higher % means a stronger effect. inhibition, % at 30 µM; hits with a dose series show IC50 in µM;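 active means compound inhibiting the enzyme by more than half at any dose during confirmatory dose-response retesting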;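 further: plate controls were full reaction with DMSO carrier for no effect and no enzyme background for full effect; strong numbers were not always called active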
b-catenin transl – alters nuclear translocation of beta-catenin in HeLa cells; immunofluorescence imaging; nuclear translocation activity, % at 5 µM; 190,000 compounds, 0.3% hits;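 active means nuclear translocation activity above 50% at 5 µM, with a well cell count of 50 or more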;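 further: per-cell ratio of nuclear to cytoplasmic median beta-catenin stain intensity; plate controls were DMSO negative control for no effect and GSK-3 inhibitor IX positive control for full effect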
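Technique: fluorescence imaging of beta-catenin antibody stain plus DAPI / Material: human HeLa cell line / Incubation: compound treatment 24 h, 37°C, 5% CO2 / Read-out basis: % activation of per-cell nuclear versus cytoplasmic median beta-catenin signal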
Dynein transport – dynein cargo transport inhibition; 220,000 compounds, 0.47% hits; AID 1381; 3617.4 mouse cells, GR-EGFP nuclear translocation imaging; test concentration mostly 20 µM; stimulated with dexamethasone, 1 µM; stronger effect = lower value; z-score, hits read low;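 active means plate z-score of nuclear minus cytoplasmic receptor signal below a set negative limit, without overly bright fluorescence or cell loss, cut at about -3.5 in these data, passing the limit was not always enough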;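 further: z-score of nuclear minus cytoplasmic ring GR-EGFP intensity difference per well; some compounds called inactive have numbers as strong as hits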
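Also added – dexamethasone, 1.0 µM final · Buffer or medium – tet-free, stripped-serum medium · Schedule – induction 48 h, compound 1 h, agonist 30 min · Detection – formaldehyde fixation, Hoechst nuclear stain, 10x automated fluorescence imaging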
Autophagy HCS – modulators of autophagy. MEF GFP-LC3 puncta imaging; test concentration mostly 10 µM. calls only at 10 µM (by protocol). 190,000 compounds, 0.98% hits. AID 463193;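 active means percentage of spot-positive cells more than 3 SD above its plate mean, without a fluorescence outlier flag or 80% toxicity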;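 further: spot-positive cell cutoff set from DMSO-treated cells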
CSM14.1 death rescue – protection against thapsigargin-triggered cell killing – 384-well, CSM14.1, ATP luminescence, primary screen (AID 1222) | CSM14.1 thapsigargin-induced death rescue, ATP luminescence; higher % means a stronger effect | one-dose cellular ATP content (survival), % at 20 µM; EC50 in µM for titrated hits | 190,000 tested, under 10 active;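 active means EC50 below 50 µM in the dose-response confirmation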;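 further: death triggered by thapsigargin at about 15 µM added after 2 h compound pretreatment; cell ATP read after overnight thapsigargin exposure of roughly 18 to 22 hours; normalized against plate controls of thapsigargin alone and 5% DMSO vehicle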
P. falciparum M1AAP – P. falciparum M1AAP inhibitors, biochemical, fluorogenic H-Leu-NHMec substrate, 1536-well (AID 1445); recombinant M1AAP, H-Leu-NHMec fluorogenic kinetic assay; higher % means a stronger effect; one-dose inhibition, % at 30 µM; IC50 in µM for titrated hits; 220,000 compounds, 0.42% hits;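 active means primary inhibition above the hit cutoff, then over 50% inhibition at one or more dose response concentrations, cut at about 23% in these data, passing the limit was not always enough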;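 further: plate controls were DMSO full reaction for no effect and no enzyme background for full effect; strong numbers were not always called active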
Ins promoter up – MIN6 insulin promoter up-regulation; AID 1625; MIN6 insulin promoter-GFP reporter, high-content imaging; stronger effect = higher value; 190,000 compounds, 0.3% hits; z-score at 5 µM;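 active means z-score above 3 at 5 µM with at least 500 cells counted in the well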
Dynein transport cytoplasmic EGFP – further read-out of Dynein transport, marked with its call; z-score; measured here: cytoplasmic GR-EGFP intensity; stronger effect = higher value
Dynein transport nuclear GR-EGFP – also measured in Dynein transport; calls as there; z-score; measured here: nuclear GR-EGFP intensity;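 lower value marks the stronger effect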
Dynein transport cell count – further read-out of Dynein transport, marked with its call; z-score; measured here: cell count per field
Ins promoter up cell count – recorded beside Ins promoter up, whose call it bears; cell count; measured here: cytotoxicity, nuclei count;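 total cells summed across four imaged fields per well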
b-catenin transl cell count 5 µM – also measured in b-catenin transl; calls as there; cell count; measured here: cell count, cytotoxicity flag
MT stabilizer Hoechst-high % – recorded beside MT stabilizer, whose call it bears; % Hoechst-high responders; measured here: nuclear condensation Hoechst responders;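 share of cells brighter than vehicle mean plus two SD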
MT stabilizer cytotoxicity % – second read-out of MT stabilizer, no call of its own (marks repeat the call); toxicity, %; measured here: cytotoxicity by cell density;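 0% = mean cell density of plate MIN control wells and 100% = no cells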
Autophagy HCS cell loss 18 h – further read-out of Autophagy HCS, marked with its call; toxicity, %; measured here: cell loss, nuclei count;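 cell loss after 18 h compound exposure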
* = called active by the depositor; i = inactive; . = not tested or not shown; [ ] = another dose, or the depositor's remark.

1	CCCOc1ccc(CCc2n[nH]c(=S)n2Cc2ccccc2)cc1
2	CCCCCCn1c(SCCOC)nc2c1c(=O)[nH]c(=O)n2C
3	CCCN(CCO)CCCc1ccccc1
4	O=C1SCCC1NS(=O)(=O)c1ccccc1[N+](=O)[O-] (stereo unspecified)
5	C[C@@H]1C=C(C(=O)NCc2nc3ccccc3[nH]2)O[C@H](OCc2ccc(CO)cc2)C1
6	CC(C)c1nnc(NC(=O)CCC(=O)Nc2ccccc2)s1
7	Cn1cccc1Cc1nnc(SCC(=O)N2CCc3ccccc32)n1CCc1ccccc1
8	COc1cc(Cc2nc3ccc(S(=O)(=O)N4CCOCC4)cc3[nH]2)cc(OC)c1OC

Screen / compound no.,1,2,3,4,5,6,7,8
UTI89 phage lysis,1.7%,-1.6%,-0.4%,-1.5%,1.3%,-2.5%,5.2%,0.6%
MT stabilizer,2.0,.,2.2,1.9,.,.,2.7,1.7
MT stabilizer Hoechst-high %,1.3,.,2.0,2.0,.,.,2.9,1.8
MT stabilizer cytotoxicity %,3.6,.,8.1,0.6,.,.,12,7.9
P. falciparum M17LAP,10%,-1%,14%,18%,-2%,-7%,37%,-20%
b-catenin transl,-2.6,-2.1,-0.4,-1.8,-2.5,2.5,-0.2,0.5
b-catenin transl cell count 5 µM,1361,1239,1043,1162,1117,1244,1119,903
Dynein transport,0.2,-0.49,-0.47,-0.52,0.35,-1.1,-0.58,0.21
Dynein transport cytoplasmic EGFP,-0.2,-0.83,0.016,-0.26,-0.72,0.15,-0.17,-0.22
Dynein transport nuclear GR-EGFP,0.73,0.049,-0.031,-0.34,0.19,-0.4,-0.0084,0.84
Dynein transport cell count,-0.37,0.059,0.35,0.54,-0.35,0.34,0.069,0.82
Autophagy HCS,i,.,i,i,.,.,i,i
Autophagy HCS cell loss 18 h,-23,.,-2,4,.,.,-5,-10
CSM14.1 death rescue,-1.7%,.,-4.0%,0.8%,.,.,.,4.9%
P. falciparum M1AAP,2%,0%,1%,4%,-6%,6%,17%,7%
Ins promoter up,-0.54,0.01,.,-0.15,0.01,-0.46,0.64,0.63
Ins promoter up cell count,1401,709,.,1495,1046,1015,1805,865

9	O=C(O)c1nccnc1C(=O)Nc1ccc(Oc2c(Cl)cccc2Cl)nc1
10	CCOC(=O)c1[nH]c2ccc(OCC)cc2c1CCCN1C(=O)c2ccccc2C1=O
11	COc1ccc(OC)c(Nc2nc(=O)c3cccnc3s2)c1
12	Cc1cc(O)c(-c2cc(O)c(C)cc2O)cc1O
13	OC1NC(=S)N(c2ccccc2)C1O (stereo unspecified)
14	CCOC(=O)C1=C(c2ccccc2)Nc2ncnn2C1c1ccc(C(=O)O)cc1 (stereo unspecified)
15	CCn1c(CSCc2ccc(C)cc2)nnc1SCC(=O)NCc1ccccc1
16	C#CCOCCOCCOCCNc1nc(N2CCN(C(=O)Cn3cc(CC(C)O)nn3)CC2)nc(N2CCN(C(=O)[C@H]([C@@H](C)CC)n3cc(CCCN=C(N)N)nn3)CC2)n1 (stereo partly specified)

Screen / compound no.,9,10,11,12,13,14,15,16
UTI89 phage lysis,.,-5.3%,-0.8%,0.3%,-2.3%,-0.6%[50 µM],0.5%,2.7%
MT stabilizer,.,2.6,3.0,.,.,.,1.8,2.3
MT stabilizer Hoechst-high %,.,2.9,2.4,.,.,.,1.9,2.8
MT stabilizer cytotoxicity %,.,8.8,0.8,.,.,.,3.4,10
P. falciparum M17LAP,21%,-8%,23%,3%,9%,1%,2%,-5%
b-catenin transl,1.2,-0.6,-0.5,-4.5,-0.5,-1.0,.,6.5
b-catenin transl cell count 5 µM,1322,547,1389,1197,1401,1081,.,489
Dynein transport,0.2,-0.34,-1.3,-6*,0.49,1.3,-0.31,0.98
Dynein transport cytoplasmic EGFP,-0.2,-0.26,0.44,1.3*,-0.19,-0.31,-0.26,-0.22
Dynein transport nuclear GR-EGFP,0.0092,0.77,-0.91,-2.6*,0.26,0.23,0.052,0.78
Dynein transport cell count,-0.23,0.058,0.081,1.1*,0.33,0.38,0.42,0.28
Autophagy HCS,.,i,i,.,.,.,i,i
Autophagy HCS cell loss 18 h,.,6,-5,.,.,.,-21,39
CSM14.1 death rescue,.,-2.2%,-0.3%,.,.,.,3.2%,-3.0%
P. falciparum M1AAP,3%,5%,1%,5%,6%,1%,2%,2%
Ins promoter up,0.62,0.13,-0.07,0,0.07,-0.25,.,0.46
Ins promoter up cell count,1139,1231,1349,1433,1112,1389,.,1097

Structures shown so far containing two or more sulfur atoms, in the order listed:
4	O=C1SCCC1NS(=O)(=O)c1ccccc1[N+](=O)[O-] (stereo unspecified)
15	CCn1c(CSCc2ccc(C)cc2)nnc1SCC(=O)NCc1ccccc1

Screen / compound no.,4,15
UTI89 phage lysis,-1.5%,0.5%
MT stabilizer,1.9,1.8
MT stabilizer Hoechst-high %,2.0,1.9
MT stabilizer cytotoxicity %,0.6,3.4
P. falciparum M17LAP,18%,2%
b-catenin transl,-1.8,.
b-catenin transl cell count 5 µM,1162,.
Dynein transport,-0.52,-0.31
Dynein transport cytoplasmic EGFP,-0.26,-0.26
Dynein transport nuclear GR-EGFP,-0.34,0.052
Dynein transport cell count,0.54,0.42
Autophagy HCS,i,i
Autophagy HCS cell loss 18 h,4,-21
CSM14.1 death rescue,0.8%,3.2%
P. falciparum M1AAP,4%,2%
Ins promoter up,-0.15,.
Ins promoter up cell count,1495,.

(next part)
17	CCN(CC)c1ncnc2sc3c(c12)CCC3
18	CC(C)c1ccc(OCc2ccc(C(=O)N3CCN(c4ccccn4)CC3)cc2)cc1
19	O=C1CN(C(=O)COC(=O)COc2ccc3c(c2)CCC3)c2ccccc2N1
20	C/C(=N/NC(=O)CNC(=O)C(c1ccccc1)c1ccccc1)c1ccco1
21	CCOC(=O)C1(C)NC(c2ccccc2F)C2C(=O)N(CC)C(=O)C21 (stereo unspecified)
22	O=C(O)c1ccc(OCC(F)(F)F)nc1
23	CC1CCCC(C)N1CC(C)(C)NS(=O)(=O)c1ccc(Cl)cc1 (stereo unspecified)
24	O=C(NCc1ccco1)c1nc2ncccn2n1

Screen / compound no.,17,18,19,20,21,22,23,24
UTI89 phage lysis,-0.1%,1.0%,-1.4%,0.1%,0.1%,-1.7%,-0.2%,-0.8%
MT stabilizer,5.1,1.8,1.7,.,2.3,.,1.6,1.6
MT stabilizer Hoechst-high %,3.5,2.3,1.2,.,1.9,.,1.8,0.3
MT stabilizer cytotoxicity %,13,8.3,6.3,.,3.7,.,8.2,33
P. falciparum M17LAP,2%,8%,-3%,-4%,13%,-10%,17%,-12%
b-catenin transl,-1.0,7.4,.,1.2,0.6,0.5,-5.3,-3.7
b-catenin transl cell count 5 µM,761,1348,.,1253,1587,1309,1197,1242
Dynein transport,-0.18,-0.19,-0.88,0.72,-0.38,-0.72,-0.36,-0.51
Dynein transport cytoplasmic EGFP,-0.16,-0.23,-0.15,-0.23,0.9,1,-0.26,-0.26
Dynein transport nuclear GR-EGFP,-0.21,-0.14,-0.35,0.43,0.094,-0.18,0.2,0.019
Dynein transport cell count,-0.071,0.6,0.95,-0.74,0.21,0.69,1.6,0.37
Autophagy HCS,i,i,i,.,i,.,i,i
Autophagy HCS cell loss 18 h,-2,-8,-15,.,2,.,27,2
CSM14.1 death rescue,-1.1%,-0.1%,1.7%,.,-0.8%,.,-2.4%,-1.0%
P. falciparum M1AAP,3%,-2%,-18%,0%,12%,-2%,-3%,6%
Ins promoter up,-0.01,-1.1,.,-0.38,-0.8,2.1,-0.25,-0.19
Ins promoter up cell count,1319,1143,.,1265,1525,1366,1047,1150

25	CC1(C)CC(=O)C(C(=O)C2CCN(S(=O)(=O)c3ccccc3)CC2)C(=O)C1
26	Cc1ccc2c(C(=O)CN3CCSCC3)c(C)[nH]c2c1
27	O=C(CSc1nnc(-c2ccccc2)n1Cc1ccccc1)NNC(=O)c1ccccc1O
28	CCC(C)(NC=O)C(=O)Nc1c(C)cccc1C (stereo unspecified)
29	COc1ccc(CCn2nnc(-c3ccc(NC(C)=O)c(Cl)c3)n2)cc1
30	COc1ccccc1NC(=O)Cn1c(=O)c(N(C)C)c(N)n(C)c1=O
31	COc1ccc2nc(C(F)(F)C(F)(F)F)c(C#N)c(N)c2c1

Screen / compound no.,25,26,27,28,29,30,31
UTI89 phage lysis,-0.1%,0.4%,-4.8%,-0.1%,2.9%,3.0%,3.4%
MT stabilizer,1.4,3.4,6.3,.,2.4,2.7,1.4
MT stabilizer Hoechst-high %,1.9,2.8,2.6,.,2.9,1.5,0.9
MT stabilizer cytotoxicity %,7.9,10,3.1,.,6.4,3.9,8.5
P. falciparum M17LAP,4%,10%,10%,-2%,14%,-3%,0%
b-catenin transl,-0.4,.,-1.0,-5.4,-0.3,1.3,.
b-catenin transl cell count 5 µM,1069,.,979,1252,563,1058,.
Dynein transport,0.062,0.64,-0.15,-0.48,-0.34,0.12,-0.65
Dynein transport cytoplasmic EGFP,-0.3,-0.2,-0.24,-0.21,-0.27,-0.24,-0.29
Dynein transport nuclear GR-EGFP,-0.0016,0.35,-0.45,-0.32,-0.19,0.2,-0.24
Dynein transport cell count,0.41,1,0.35,-0.06,0.016,-0.074,1.5
Autophagy HCS,i,i,i,.,i,i,i
Autophagy HCS cell loss 18 h,2,-7,-13,.,6,-1,21
CSM14.1 death rescue,0.7%,-2.6%,-3.0%,.,-2.4%,2.1%,0.4%
P. falciparum M1AAP,3%,3%,16%,1%,-3%,-1%,4%
Ins promoter up,0.64,-0.33,0.07,0.08,.,-0.46,0.36
Ins promoter up cell count,1352,1277,2380,1418,.,1360,805

Screening data deposited in PubChem by several laboratories.
